PriA SSB inh: inhibitors of Klebsiella pneumoniae PriA binding to SSB C-terminal tail, primary screen, biochemical, AlphaScreen. AlphaScreen SSBct-PriA binding, biotinylated peptide. inhibition, % at 33 µM. 430,000 compounds, 0.6% hits. AID 1272365, 2023; in the data active means inhibition mostly above about 37%, no sharp cut-off; inactive means mostly below about 20%;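 further: plate controls were negative control peptide for no effect and reference peptide for full effect; strong numbers were not always called active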
The depositor's hits bear a star; & = joins results of further samples. This is a subset (hit frequency here may not be typical).

SMILES | PriA SSB inh
Cc1cc(C(=O)Nc2nc(C(=O)Nc3ccc(S(=O)(=O)Nc4nccs4)cc3)co2)no1 | -11
OCCOCCNc1cc(-c2ccccc2)nc2c(-c3ccccc3)cnn12 | -100
CCCc1nnsc1C(=O)NCC(O)c1csc2ccccc12 (configuration not stated) | -30
CCCc1cc(=O)n(CC(=O)NCc2ccco2)cn1 | -6
COc1cc(C=NNC(=O)COc2cccc(F)c2)ccc1OS(=O)(=O)c1ccc(C)cc1 | 12
Nc1nonc1-n1nnc(C(=O)NN=Cc2ccncc2)c1CN1CCCCC1 | -7
O=C(c1ccc2ncsc2c1)N1CCC(Cn2cccn2)CC1 | -22
CN(C1CC1)S(=O)(=O)c1ccc(C(=O)N2CC(=O)Nc3ccccc32)cc1 | -9&-2
COc1ccc(OCC(=O)Nc2ccc3c(c2)CN(C(=O)C(C)C)CC3)cc1 | 4
Cc1cccc(C=NNC(=O)CC(=O)NCCc2ccccc2)c1 | 4
COc1ccc(S(=O)(=O)NN=Cc2ccc(OC)c(COc3ccc(C)cc3[N+](=O)[O-])c2)cc1 | 16
Cc1sc2nc(SCC(=O)c3cc(C)n(-c4ccc(Cl)c(C(F)(F)F)c4)c3C)n(-c3ccccc3)c(=O)c2c1C | 4
COC(=O)c1ccc(NC(=O)C(=O)NCC[C@H](O)c2cccn2C)cc1 | 3
CC(=O)Nc1ccc(S(=O)(=O)NCCn2nc(C(F)(F)F)n(C)c2=O)cc1 | -5
O=C(ON=C1CCCc2occc21)c1ccccc1 | -5
COc1ccc(-c2csc(NC(=O)c3ccc(Br)cc3)n2)cc1 | -10
Cc1cc(C)n(-c2ccc(Nc3ccc(NS(=O)(=O)c4ccccc4Cl)cc3)nn2)n1 | -4
CN(CC(=O)NCCn1ccc(-c2ccsc2)n1)S(C)(=O)=O | -6
O=C(Nc1nnc(-c2ccno2)o1)C1COc2ccccc2O1 (configuration not stated) | 21
COc1ccc(NC(=O)CSc2nc3ccccc3c(=O)n2CCCn2c(SCC(=O)Nc3ccc(OC)cc3OC)nc3ccccc3c2=O)c(OC)c1 | -11
O=C(CN1CCN(S(=O)(=O)c2ccc(F)cc2)CC1)c1ccco1 | 12
CC(C)Oc1ccc(C=NNC(N)=S)cc1 | 11
O=C1C2N=NN(c3ccc(Cl)cc3)C2C(=O)N1c1ccc2c(c1)CCC2 (configuration not stated) | 3
O=S1(=O)CCCC(O)c2ccccc21 (configuration not stated) | -23
CCc1ccc(S(=O)(=O)NCCN2CCN(c3ccccc3)CC2)s1 | 1
The listing continues.
SMILES | PriA SSB inh
CC1(C)C2CCC1(CBr)C(=O)C2Br (configuration not stated) | -4
O=C(Cn1c(=O)oc2ccc(Cl)cc21)N1CCc2ccccc2C1 | -16
CCS(=O)(=O)C1CN(S(=O)(=O)c2cn(C)c(C(C)C)n2)C1 | -3
CC(C)n1c(O)c(C=C2C=NN=C2c2ccccc2)sc1=S | -7
O=C(CSC1CCCCC1)Nc1ccc(Br)cc1 | -57
COc1ccccc1/C=C/C(=O)NCC(=O)NN=C(C)c1ccc(Cl)cc1 | -16
CCc1nnc(C2CCN(C(=O)c3ccco3)CC2)s1 | -11
N#CC(=NNc1cccc([N+](=O)[O-])c1)C(=O)c1ccc(Br)cc1 | 16
Cc1ccc(C(=O)Nc2cccc(C(=O)NN=Cc3ccc(F)cc3)c2)cc1 | -28
CCOC(=O)C1CCCN(c2ncc3c(=O)n(Cc4ccccc4F)c(=O)[nH]c3n2)C1 (configuration not stated) | 3
COc1cc(C(=O)NCCOc2ccc(-c3ccc(F)cc3)nn2)cc(OC)c1OC | -6
O=c1[nH]nc(SCc2nc(-c3ccccc3Cl)no2)n2nc(-c3ccco3)cc12 | -9
COc1ccccc1-c1ccc(N2CCN(C(=O)C3CC3)CC2)nn1 | -10
Cn1cc(S(=O)(=O)N2CCN(c3nc4ccccc4n3Cc3ccccc3)CC2)c(=O)n(C)c1=O | -5
CCOC(=O)c1c(NC(=O)C=C(C)C)sc(C)c1-c1ccc(Cl)cc1 | -8
O=C(NC1CC(O)C(CO)C1)c1ccc(Cl)s1 (configuration not stated) | 1
O=C(c1csc(Nc2ccncc2)n1)N1CCN(C2CCCCC2)CC1 | -9
COCCCN1C(=O)C(=O)C(=C(O)c2ccc(C)cc2)C1/C=C/c1ccccc1 (configuration not stated) | -12
CC(C)S(=O)(=O)c1cccc(C(=O)Nc2ccc(O)c(-c3nc4ccccc4s3)c2)c1 | -10
CCOC(=O)c1sc(NC(=O)CSc2nc(N)c3c(C)c(C)sc3n2)nc1C | -2
O=C(NCCC(O)c1ccco1)C1(c2ccccc2)CCOCC1 (configuration not stated) | -5
CC(=NNC(=O)c1ccc([N+](=O)[O-])cc1)c1cccc([N+](=O)[O-])c1 | -7
COC(=O)/C=C1\NC(=Nc2nc(C)cc(C)n2)N(c2ccc(C)c(C)c2)C1=O | 6
CCOC(=O)CSC(CC)C(=O)Nc1nnc(-c2ccccc2Cl)s1 (configuration not stated) | -6
Cn1nccc1C(=O)NCc1nnc2ccc(-c3cccs3)nn12 | -6
The listing continues.
SMILES | PriA SSB inh
CC(C)COc1ccc(S(=O)(=O)NCC(c2ccsc2)N2CCN(C)CC2)cc1 (configuration not stated) | 7
Cn1cccc1C(CNC(=O)COc1ccccc1F)N1CCc2ccccc2C1 (configuration not stated) | 3
COc1ccc(N2CCn3c(SCC(=O)Nc4ccc(OC)cc4OC)nnc32)cc1 | -12
O=C(CN1CCOCC1)N/N=C\c1ccc(Cl)cc1 | 2
COc1ccc(NC(=O)c2csc(Cc3nc(-c4ccccc4)no3)n2)cc1Cl | -1
COc1ccc(S(=O)(=O)N2CC(Oc3nccs3)C2)cc1C | -19
Nc1c(C(=O)NCc2ccc3c(c2)OCO3)sc(=S)n1Cc1ccccc1 | 5
O=C(NCC1CN(c2ccccc2)C(=O)O1)c1ccc(S(=O)(=O)N2CCOCC2)cc1 (configuration not stated) | 3
CC(CC(=O)Nc1ccc(Cl)cc1Cl)=NNC(=O)C(=O)NCCO | -22
O=C(CCCSc1ccc(NC(=O)c2ccco2)nn1)NCc1cccs1 | -20&-12
CS(=O)(=O)NCC1CCN(Cc2ccco2)CC1 | -1
O=C(O)c1cccc(Cn2c(Cl)c(C=NNc3ccccc3)sc2=O)c1 | 15
CCOc1ccccc1-n1nnnc1SCC(=O)NC(C)C | 3
CC12CCC(C1)C(C)(C)C2OCC(O)CN1CCN(c2ccccc2F)CC1 (configuration not stated) | -1
Cc1ccc(-n2[nH]c(C)c(C=Nc3ccccn3)c2=O)cc1 | 2
CN1CCC(=NNC(N)=S)CC1 | -2
CCOC(=O)N1CCN(CCn2c(C)cn3c4c(=O)n(C)c(=O)n(C)c4nc23)CC1 | -13
COc1ccc(OC)c(-n2c(N)c(C(=O)NCc3ccccc3OC)sc2=S)c1 | 40
Cc1nn(C2CCS(=O)(=O)C2)c2nc(-c3cccs3)cc(C(=O)NCc3ccccn3)c12 (configuration not stated) | 21
COc1ccccc1OCC#CCNS(=O)(=O)C1CC1 | -14
CC(=O)N1CCc2ccc(NC(=O)c3ccc(F)cc3Cl)cc21 | -14&6
O=C(NNC(=O)c1ccc(=O)n(Cc2ccc(Cl)cc2)c1)c1cccc(C(F)(F)F)c1 | -3
CC(C)CNC(=O)CC1NCCNC1=O (configuration not stated) | 4
c1ccc(C(Sc2cccc3cccnc23)c2ccccc2)cc1 | 56
COC(=O)c1ccc(C(=O)NCc2ccnc(-c3ccsc3)c2)cc1 | -1
(cont.)
SMILES | PriA SSB inh
CCOc1ccc(NC(=O)CSc2nc3scc(-c4ccc(C)o4)c3c(=O)n2-c2ccccc2)cc1 | 0
O=c1cc(-c2ccc(F)cc2)ncn1Cc1ccccc1F | -9
CN1CCN(C(=O)c2cc(-c3cccs3)n(CC(=O)NC[C@H]3CCCO3)n2)CC1 | -14
CCc1nccn1CCC(=O)O | -13
Cc1cc(-n2cc(C(=O)N3CCC(NC(=O)c4ccncc4)CC3)nn2)ccc1F | -8
Cc1ccc(NC(=O)c2ccc3c(c2)OCO3)c(C(=O)c2ccccc2)c1 | -18&-17
O=[N+]([O-])c1ccc(N2CCCC2)cc1N1CCOCC1 | 57
Cc1ccc(Cl)cc1N1CCN(C(=O)c2sc(Nc3ccc(F)cn3)nc2C)CC1 | 11
OC(c1ccc(N(Cc2ccccc2)Cc2ccccc2)cc1)(C(F)(F)F)C(F)(F)F | 4
CC(C)C(=O)N1N=C(c2cccs2)CC1c1ccc2nccnc2c1 (configuration not stated) | 8
CC1(C)Cc2cccc(OCc3ccc(C(=O)Nc4ccccc4C(F)(F)F)cc3)c2O1 | 0
Cc1ccc(C)c(NC(=O)CSc2nc3cc(-c4ccccc4)sc3c(=O)n2C)c1 | -6
O=S(=O)(CCc1ccccc1)NCC1CCN(Cc2cccs2)CC1 | -25&-2
Cc1cc(COC(=O)CSCc2ccccc2)no1 | -24
Cc1cc(C)n(-c2ncnc3sc(C)c(-c4ccccc4)c23)n1 | -10
COC(=O)c1ccc(Cn2nc(-c3ccccn3)n(C)c2=O)o1 | -6
COc1cccc(C=NNC(=O)CCCC(=O)Nc2ccc(Br)cc2)c1 | -15
Cc1cccc(N2C(=O)c3oc4ccc(F)cc4c(=O)c3C2c2cccnc2)n1 (configuration not stated) | -9
CC1CCCN(S(=O)(=O)c2ccc(-c3nc(C#N)c(NCc4ccccc4Cl)o3)cc2)C1 (configuration not stated) | -7
COc1ccccc1CCNC(=O)C(=O)Nc1cc2c3c(c1)CCC(=O)N3CCC2 | -15
C=CCn1c(=O)c2ccc(C(=O)NC(C)C)cc2n2c(=O)n(CC(=O)NCCc3ccccc3)nc12 | -17
O=C(COc1ccc(F)cc1)N1CCN(C(=O)[C@H]2C[C@@H]2c2ccc3c(c2)OCO3)CC1 | 9
CC(C)C(=O)Nc1ccc(C(=O)NCCNC(=O)c2ccc(-c3ccccc3)cc2)cc1 | -5
COc1ccc(N2CC(NC(=O)C(C)(C)CCl)CC2=O)cc1OC (configuration not stated) | 0
COc1cc2[nH]c3c(=O)n(CC(=O)Nc4ccc(C(C)C)cc4)cnc3c2cc1OC | -7

3 of these compounds, set out differently.
| SMILES | PriA SSB inh |
| --- | --- |
| COc1cccc(C=NNC(=O)CCCC(=O)Nc2ccc(Br)cc2)c1 | -15 |
| COc1cc2[nH]c3c(=O)n(CC(=O)Nc4ccc(C(C)C)cc4)cnc3c2cc1OC | -7 |
| Cc1ccc(Cl)cc1N1CCN(C(=O)c2sc(Nc3ccc(F)cn3)nc2C)CC1 | 11 |

Next records follow.
SMILES | PriA SSB inh
Cn1c(=O)c2c(SCc3ccc(F)cc3)ccnc2n(C)c1=O | 1
O=C(c1cc2ccccc2s1)N1CCN(c2cc(-n3cncn3)ncn2)CC1 | -7
CCOC(=O)c1cc(-c2ccccc2)sc1NC(=O)C=C(C)C | -11&-11
Cc1nc(-n2nc(-c3cccs3)cc2NC(=O)C2CC(=O)N(c3ccc(F)cc3)C2)[nH]c(=O)c1C (configuration not stated) | -10
Cc1cc(C(=O)NCC2CCN(c3ncccn3)CC2)no1 | -7
COCCn1c(C)cc2c(c1=O)C(c1cc(Cl)c(OC)c(OC)c1)C(C(=O)OC)C(=N)O2 (configuration not stated) | -12
Cc1c(-c2nn3c(COc4ccccc4)nnc3s2)oc2ccccc12 | 9
CC(=O)Nc1cccc(NC(=O)CSc2nc(CC(=O)NCc3c(F)cccc3F)cs2)c1 | -8
COc1cccc(NC(=O)N2CC(c3nc(-c4ccsc4)no3)C2)c1OC | 9
O=[N+]([O-])c1ccccc1NN=C1CCc2ccccc21 | 2
O=S(=O)(NCCCn1ccnc1-c1ccccc1)c1ccc2c(c1)CCCC2 | 19
COC(=O)CSc1nnc(-c2c[nH]c3ccccc23)n1-c1cc(OC)ccc1OC | 8
COc1ccc(F)cc1S(=O)(=O)NCCCn1nc(-c2cccs2)ccc1=O | 1
COC(=O)c1ccc(C(=O)Nc2nc(-c3ccc4c(c3)OCCO4)cs2)cc1 | 1
COc1cc(-c2noc(C3CC(=O)N(c4cc(C)ccc4C)C3)n2)cc(OC)c1OC (configuration not stated) | 4
COc1ccccc1N1CCN(C[C@H](O)COc2ccc(NC(C)=O)cc2)CC1 | -10
COc1ccc(CCNc2ccc(C(=O)N3CCN(C(C)=O)CC3)cc2S(=O)(=O)Nc2cccc(C(F)(F)F)c2)cc1OC | -11&23
COCCN1CCC(CNC(=O)C(=O)Nc2cc(C)nc3ccccc23)CC1 | -4
COc1ccc(CC(N)=NOC(=O)Cc2ccccc2)cc1 | -42
N#Cc1c(NC(=O)COc2ccc(Cl)cc2Cl)sc2c1CCCC2 | -5&-3
O=C(CCC1CCCCC1)NCCn1ncc2c(=O)n(Cc3cccc(F)c3)cnc21 | -5
Cc1cc(C)n2ncc(-c3ccc(Cl)cc3)c2n1 | -24

Among those listed so far, 13 have an aryl thioether with sulfur outside any ring.
SMILES | PriA SSB inh
Cc1sc2nc(SCC(=O)c3cc(C)n(-c4ccc(Cl)c(C(F)(F)F)c4)c3C)n(-c3ccccc3)c(=O)c2c1C | 4
COc1ccc(NC(=O)CSc2nc3ccccc3c(=O)n2CCCn2c(SCC(=O)Nc3ccc(OC)cc3OC)nc3ccccc3c2=O)c(OC)c1 | -11
O=c1[nH]nc(SCc2nc(-c3ccccc3Cl)no2)n2nc(-c3ccco3)cc12 | -9
CCOC(=O)c1sc(NC(=O)CSc2nc(N)c3c(C)c(C)sc3n2)nc1C | -2
COc1ccc(N2CCn3c(SCC(=O)Nc4ccc(OC)cc4OC)nnc32)cc1 | -12
O=C(CCCSc1ccc(NC(=O)c2ccco2)nn1)NCc1cccs1 | -20&-12
CCOc1ccccc1-n1nnnc1SCC(=O)NC(C)C | 3
c1ccc(C(Sc2cccc3cccnc23)c2ccccc2)cc1 | 56
CCOc1ccc(NC(=O)CSc2nc3scc(-c4ccc(C)o4)c3c(=O)n2-c2ccccc2)cc1 | 0
Cc1ccc(C)c(NC(=O)CSc2nc3cc(-c4ccccc4)sc3c(=O)n2C)c1 | -6
Cn1c(=O)c2c(SCc3ccc(F)cc3)ccnc2n(C)c1=O | 1
CC(=O)Nc1cccc(NC(=O)CSc2nc(CC(=O)NCc3c(F)cccc3F)cs2)c1 | -8
COC(=O)CSc1nnc(-c2c[nH]c3ccccc23)n1-c1cc(OC)ccc1OC | 8
